GLP1R inv ag – qHTS of GLP-1 Receptor Inverse Agonists (Inhibition Mode); AID 624417, 2012; HEK293 GLP-1R CRE-luciferase, luminescence, 24 h; GLP-1R form is constitutively active; Potency, µM (highest dose often 38.3 µM), for the others: at the top dose activity change, negative = inhibition, actives largely listed as inhibitors; 1.6% of 410,000 active; also: potency is read from the fitted curve at half-maximal effect; % is scaled to controls: 0 for no effect and ±100 for the full control effect; nearly all actives have a fitted effect of over 55% in size
Target sequence (P43220 whole entry, looked up): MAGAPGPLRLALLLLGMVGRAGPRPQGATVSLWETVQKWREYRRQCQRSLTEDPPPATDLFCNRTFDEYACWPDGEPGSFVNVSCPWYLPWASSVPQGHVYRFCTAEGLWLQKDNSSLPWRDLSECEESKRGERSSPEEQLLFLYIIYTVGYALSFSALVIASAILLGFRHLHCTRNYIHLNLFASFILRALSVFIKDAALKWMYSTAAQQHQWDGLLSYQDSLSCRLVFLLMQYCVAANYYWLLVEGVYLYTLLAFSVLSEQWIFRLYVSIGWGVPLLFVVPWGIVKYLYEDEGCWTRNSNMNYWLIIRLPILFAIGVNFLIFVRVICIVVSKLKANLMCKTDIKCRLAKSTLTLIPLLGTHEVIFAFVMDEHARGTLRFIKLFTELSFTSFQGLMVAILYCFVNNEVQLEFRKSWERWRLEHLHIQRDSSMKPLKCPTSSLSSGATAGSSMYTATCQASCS
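qHTS in 1536-well format: reporter HEK293 cells expressing constitutive GLP-1R activity in DMEM + 10% Nu serum, 24 hr with compounds at 37 deg C, luminescence read after 12 min with detection reagent.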
TDP-43 yeast inh – qHTS of TDP-43 Inhibitors. TDP-43 expressing yeast growth rescue, BacTiter-Glo, 24 h. Potency, µM (highest dose often 46.1 µM), without a hit: at the top dose growth rescue (activation), usual class: activators. 1.8% of 410,000 active; also: potency is read from the fitted curve at half-maximal effect; % of control where 0% means no effect; nearly all actives have a fitted effect of over 50% in size
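Readout is BacTiter-Glo luminescence of cell growth, so inhibitors register as activators. TDP-43-expressing yeast at OD600=0.02 in galactose medium, after raffinose pregrowth to mid-log, were incubated with compound for 24 hr at 30 deg C.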
Abeta yeast res – qHTS for compounds that reverse cellular toxicity of Amyloid beta (A-beta) peptide in yeast: Primary Screen; yeast expressing A-beta42, growth rescue, OD600, 48 h; response scale: 0% DMSO, 100% iron-clioquinol control; 0.063% of 410,000 active; AID 1347071, 2019; Potency, µM (titrated, usually from 46.1 µM), without a hit: at the highest dose growth rescue, most hits filed as activators; also: potency is read from the fitted curve at half-maximal effect; nearly all actives have a fitted effect of over 55% in size
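Yeast growth medium received pinned compounds, then yeast cells expressing toxic A-beta were added; plates incubated at 30 C for 48 hr. Growth read as absorbance at 600 nm, normalized to DMSO and equimolar FeCl3 plus clioquinol controls.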
PTHR1 agonist – qHTS for PTHR1 Agonists: Primary Screen. Parathyroid hormone/parathyroid hormone-related peptide receptor (Homo sapiens), Q03431. HEK293 GP2 PTHR1 cells, GloSensor cAMP luminescence, 1 h. Potency, µM (top dose mostly 115 µM), for the others: top-dose activation, most hits filed as activators. 0.075% of 410,000 active. AID 743266, 2014; also: potency is read from the fitted curve at half-maximal effect; nearly all actives have a fitted effect of over 55% in size; some results filed as inactive show a strong effect at the top dose; inactives centre near -15; many of its hits are not listed in these tables
Target sequence (Q03431 whole entry, looked up): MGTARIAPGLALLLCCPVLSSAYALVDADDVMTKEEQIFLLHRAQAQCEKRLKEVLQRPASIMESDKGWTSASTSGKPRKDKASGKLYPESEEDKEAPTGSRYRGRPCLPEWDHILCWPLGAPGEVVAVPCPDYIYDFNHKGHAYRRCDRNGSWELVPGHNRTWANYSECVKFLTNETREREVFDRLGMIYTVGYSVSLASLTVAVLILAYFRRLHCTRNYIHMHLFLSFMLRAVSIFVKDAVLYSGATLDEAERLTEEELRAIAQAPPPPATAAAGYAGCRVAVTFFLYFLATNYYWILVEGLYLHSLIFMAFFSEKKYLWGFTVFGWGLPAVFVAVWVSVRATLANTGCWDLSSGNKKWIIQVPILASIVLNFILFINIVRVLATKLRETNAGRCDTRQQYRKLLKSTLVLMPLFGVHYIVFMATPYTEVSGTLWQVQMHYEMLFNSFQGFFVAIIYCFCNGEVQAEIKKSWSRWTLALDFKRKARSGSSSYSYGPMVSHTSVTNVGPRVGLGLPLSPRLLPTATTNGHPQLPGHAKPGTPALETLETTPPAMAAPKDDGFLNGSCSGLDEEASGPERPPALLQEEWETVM
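HEK-293-derived GP2 cells expressing PTHR1 and a GloSensor cAMP reporter, 3,000/well, plated overnight, given luciferin plus IBMX (each 0.5 mM as added) for 1 h at 37 °C, then compound for 1 h at 37 °C. Luminescence was read after 15 min at room temperature.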
aSyn yeast inh – qHTS of alpha-syn Inhibitors | Potency, µM (titrated, usually from 46.1 µM), for inactives: at the highest dose growth rescue (activation), usual class: activators | Yeast expressing alpha-synuclein, growth rescue, BacTiter-Glo, 24 h | 0.14% of 370,000 active | AID 652106, 2013; also: potency is read from the fitted curve at half-maximal effect; % of control where 0% means no effect; nearly all actives have a fitted effect of over 65% in size
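Galactose-induced alpha-syn yeast (OD600=0.02, raffinose-pregrown) + pinned cpd, 24 hr, 30 deg C; growth by BacTiter-Glo luminescence. Growth restoration scores as activation.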
FUS suppressor – qHTS for Suppressors of FUS Proteinopathy: Primary screen using FUS-linked yeast assay; 0.24% of 390,000 active; S. cerevisiae FUS-expressing, growth rescue, OD600, 24 h; Potency, µM (series often up to 76.6 µM), inactives show at the top dose growth rescue (activation), hits mostly activators; AID 1347120, 2019;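 also: potency is read from the fitted curve at half-maximal effect; plate controls were DMSO vehicle for no effect and reference control for full effect; nearly all actives have a fitted effect of over 55% in size; some results filed as inactive show a strong effect at the top dose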
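FUS-expressing yeast, raffinose-pregrown, induced in 2% galactose minimal medium at OD 0.005; compounds in a dilution series, 24hr at 30C. Growth restoration read as absorbance at 600 nm. CP55940 positive control, DMSO negative.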
Akt phos inh – HTS Assay for Inhibitors of Akt Phophorylation: Primary Screen | Neuro2A IGF-stimulated pAkt S473 HTRF, 20 min; stronger effect = lower value | activity change, % for hits at 50 µM | 0.32% of 360,000 active; in the data active = activity change below about -80%; inconclusive = mostly about -51% to -80%; also: % is scaled to controls: 0 for no effect and ±100 for the full control effect
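Single-point screen (50 µM final compound) in Neuro2A cells stimulated 20 min with 6 nM IGF at 37 deg C. After lysis, Ser473-phosphorylated Akt read by HTRF (ex 330 nm, em 615/665 nm) as the 665/615 ratio.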
HEK293 tox – qHTS of GLP-1 Receptor Inverse Agonists: Cytotox Screen | HEK293 cAMP-luciferase reporter cells, luminescence, 24 h | Potency, µM (doses to about 38.3 µM), for inactives: top-dose activity change, negative = inhibition, usual class: inhibitors | 0.13% of 410,000 active | AID 624418, 2012;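 also: loss of luciferase light is scored as toxicity; potency is read from the fitted curve at half-maximal effect; % is scaled to controls: 0 for no effect and ±100 for the full control effect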
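Seeding density was 200 cells/uL; after overnight-length (12 h) culture, 23 nL compounds went on for 24 h at 37 °C. Readout used a luciferase detection reagent, luminescence taken after 12 min at room temperature.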
Mm-Cpn inhibitor – Inhibitors of TCP-1 ring complex (TRiC) of Methanococcus maripaludis (MmCpn): qHTS. purified Mm-Cpn ATPase, ADP Transcreener TR-FRET. Potency, µM (highest dose often 76.9 µM), for inactives: at the top dose activity, negative = inhibition, actives largely listed as inhibitors. 0.031% of 330,000 active; also: potency is read from the fitted curve at half-maximal effect; % is scaled to controls: 0 for no effect and ±100 for the full control effect; nearly all actives have a fitted effect of over 80% in size
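ATP (10 uM final) was added to archaeal chaperonin (25 nM final) after 10 min exposure to test compound at 37°C; after 30 min further incubation, ADP was detected by competitive TR-FRET.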
Active calls of the source: *; [ ] = remark or other dose. Unless noted, calls follow the shape of the dose curve; as a rule, active = well fitted curve in the direction sought with a large enough effect; inconclusive = small, poorly fitted or top-dose-only effect, or another doubt; inactive = no such curve, though single readings can be large; an effect the other way counts as inactive or inconclusive. These rows are one share of the data. The share of hits here may be higher or lower than overall.

`O=C(C1CC1)N1CCN(c2nc3c(Cl)cccc3s2)CC1` gave GLP1R inv ag 7.3%, TDP-43 yeast inh inconclusive, Abeta yeast res -10.8%, PTHR1 agonist inactive, FUS suppressor 12.9% and HEK293 tox 1.1%.
COc1cccc(/C=C2\CC(C)Cc3c2nc2ccccc2c3C(=O)O)c1OC (stereo unspecified) was read as GLP1R inv ag 37.3%[activator], TDP-43 yeast inh -1.9%, Abeta yeast res 17.3%, PTHR1 agonist inactive, aSyn yeast inh 10.7%, FUS suppressor 17.3%, Akt phos inh inactive, HEK293 tox 3.3% and Mm-Cpn inhibitor -0.4%.
Cc1ccccc1OCc1nc(-c2ccc(NC(=O)c3ccco3)cc2)no1 was read as GLP1R inv ag inconclusive, TDP-43 yeast inh 5.3%, Abeta yeast res 4.5%[9.22 µM], PTHR1 agonist -14.9%, aSyn yeast inh -19.8%, FUS suppressor -29.3%, Akt phos inh inactive, HEK293 tox inconclusive and Mm-Cpn inhibitor -9.3%.
For CCN(CC)S(=O)(=O)c1ccc(S(=O)(=O)N(CC(=O)Nc2ccccc2)CC2CCCO2)cc1 (stereo unspecified) the results were GLP1R inv ag -1.8%, TDP-43 yeast inh -23.2%, Abeta yeast res 3.9%, PTHR1 agonist inconclusive, aSyn yeast inh -4.2%, FUS suppressor 12.5%, Akt phos inh inactive and HEK293 tox -14.3%.
`NNC(=O)CN1C(=O)C2(OCCO2)c2ccccc21` gave GLP1R inv ag 6.1%, TDP-43 yeast inh 6.7%, Abeta yeast res 9.4%, PTHR1 agonist -17.5%, aSyn yeast inh 2.5%, FUS suppressor -45.4%, Akt phos inh inactive and HEK293 tox -10.5%.
`CCOc1ccc(NC(=O)c2cc(C3CC3)nc3c2cnn3C(C)C)cc1OC` gave GLP1R inv ag inconclusive, TDP-43 yeast inh 19.2%, Abeta yeast res 10.2%, PTHR1 agonist -9.7%, aSyn yeast inh 5.4%[1.84 µM], FUS suppressor inconclusive, Akt phos inh inactive, HEK293 tox -12.0% and Mm-Cpn inhibitor -0.1%.
For CC1CN(C(=O)c2ccccc2)OC(c2ccc3c(c2)OCO3)O1 (stereo unspecified) the results were GLP1R inv ag -11.8%, TDP-43 yeast inh -6.6%, Abeta yeast res 9.8%, PTHR1 agonist inactive, aSyn yeast inh -0.4%, FUS suppressor -2.6%, Akt phos inh inactive, HEK293 tox 2.7% and Mm-Cpn inhibitor 1.4%.
CCc1ccc(OCCCn2c(-c3ccc(Cl)cc3)nc3ccccc3c2=O)cc1 was read as GLP1R inv ag -2.4%, TDP-43 yeast inh 18.9%, Abeta yeast res -5.1%, PTHR1 agonist -6.4%, FUS suppressor 10.2% and HEK293 tox 12.9%.
N/C(Cc1ccc(Cl)c(Cl)c1)=N\OC(=O)c1ccc(Br)o1 was read as GLP1R inv ag -23.9%, TDP-43 yeast inh inconclusive, Abeta yeast res -11.0%, PTHR1 agonist inactive, aSyn yeast inh -58.3%[inhibitor], FUS suppressor -9.2%, Akt phos inh inactive, HEK293 tox 8.1% and Mm-Cpn inhibitor 0.0%.
Screening CC(NC(=O)c1ccccc1F)c1nnc(SCC(=O)N2CCN(c3ccccc3)CC2)n1C (stereo unspecified) returned GLP1R inv ag 4.1%, TDP-43 yeast inh 13.3%[9.22 µM], Abeta yeast res -3.3%, PTHR1 agonist -7.9%, aSyn yeast inh -0.7%, FUS suppressor -7.8%, Akt phos inh inactive, HEK293 tox -0.5% and Mm-Cpn inhibitor 0.3%.
CN(C(=O)Cc1ccccc1)n1cnnc1 was read as GLP1R inv ag 5.7%, TDP-43 yeast inh -3.3%, Abeta yeast res -12.3%, PTHR1 agonist inactive, aSyn yeast inh 9.4%, FUS suppressor 3.9%, Akt phos inh inactive, HEK293 tox 2.1% and Mm-Cpn inhibitor 0.7%.
Screening O=c1[nH][nH]c(-c2ccccc2)c1C=Nc1ccc(OC(F)(F)F)cc1 returned GLP1R inv ag 22.0%, TDP-43 yeast inh 8.6%, Abeta yeast res -11.0%, PTHR1 agonist inactive, aSyn yeast inh -1.3%, FUS suppressor 1.6%, Akt phos inh inactive, HEK293 tox -31.0% and Mm-Cpn inhibitor -1.1%.
Screening COc1cccc(CN2C(=O)CCC2(C)C(=O)NCCc2ccc(OC)c(OC)c2)c1 (stereo unspecified) returned GLP1R inv ag 4.9%, TDP-43 yeast inh -9.6%, Abeta yeast res -3.7%, PTHR1 agonist -4.0%, aSyn yeast inh -2.1%, FUS suppressor 3.0%, Akt phos inh inactive, HEK293 tox 5.3% and Mm-Cpn inhibitor 2.5%.
`O=C(N/N=C/c1cc(Cl)cc([N+](=O)[O-])c1O)c1cc(-c2ccccn2)nc2ccccc12` gave GLP1R inv ag -15.7%, TDP-43 yeast inh inconclusive, Abeta yeast res -51.0%[inhibitor], PTHR1 agonist -8.4%, aSyn yeast inh 0.3%, FUS suppressor 30.8%, Akt phos inh inactive, HEK293 tox -28.0% and Mm-Cpn inhibitor 1.4%.
For Cc1ccc(N=N/C(=C\O)C(=O)c2ccc(Cl)cc2)cc1 the results were GLP1R inv ag inconclusive, TDP-43 yeast inh 9.0%, Abeta yeast res -52.1%[inhibitor], PTHR1 agonist -30.0%, aSyn yeast inh -48.4%[inhibitor], FUS suppressor -9.3%, Akt phos inh inactive, HEK293 tox inconclusive and Mm-Cpn inhibitor 1.5%.
Cc1cc(C)n(CC(O)COc2ccc(Cl)cc2)n1 (stereo unspecified) was read as GLP1R inv ag -1.7%, TDP-43 yeast inh 0.0%, Abeta yeast res 3.2%, PTHR1 agonist inactive, aSyn yeast inh 2.5%, FUS suppressor 1.9%, Akt phos inh inactive, HEK293 tox -1.7% and Mm-Cpn inhibitor 0.8%.
Screening COc1cc(OC)cc(C(=O)NNC(=O)CN2C(=O)NC3(CCCC3)C2=O)c1 returned GLP1R inv ag 2.0%, TDP-43 yeast inh 10.9%, Abeta yeast res -9.3%, PTHR1 agonist inactive, aSyn yeast inh 0.8%, FUS suppressor -11.6%, Akt phos inh inactive, HEK293 tox -3.1% and Mm-Cpn inhibitor -1.4%.
Screening O=C(O)c1ccc(-c2cccc([N+](=O)[O-])c2)o1 returned GLP1R inv ag 3.6%, TDP-43 yeast inh 5.5%, Abeta yeast res 2.7%, PTHR1 agonist -15.0%, aSyn yeast inh 5.4%, FUS suppressor -8.4%, Akt phos inh inactive, HEK293 tox -3.3% and Mm-Cpn inhibitor 0.1%.
`CC1CCCC(NC(=O)CSC2CCCCC2)C1C` (stereo unspecified) gave GLP1R inv ag -2.2%[0.307 µM], TDP-43 yeast inh inconclusive, Abeta yeast res 32.6%, PTHR1 agonist -15.9%, aSyn yeast inh -9.4%, FUS suppressor 26.1%, Akt phos inh inactive, HEK293 tox 3.4%[0.307 µM] and Mm-Cpn inhibitor -4.2%.
`O=c1oc2ccc(Br)cc2cc1-c1csc(-c2ccc(Cl)cc2)n1` gave GLP1R inv ag -12.8%, TDP-43 yeast inh inconclusive, Abeta yeast res -8.9%, PTHR1 agonist -6.4%, FUS suppressor -26.0% and HEK293 tox 3.9%.
`Cc1ccc(/C=c2\sc3nc(-c4ccco4)nn3c2=O)o1` gave GLP1R inv ag -0.5%, TDP-43 yeast inh -26.2%, Abeta yeast res -5.4%, PTHR1 agonist -22.2%, aSyn yeast inh -6.5%, FUS suppressor 44.1%, Akt phos inh inactive, HEK293 tox -7.8% and Mm-Cpn inhibitor -11.5%.
For COCCCNC(=O)c1ccc2nc([C@@H]3O[C@H](CO)[C@H](O)[C@H](O)[C@H]3O)[nH]c2c1 the results were GLP1R inv ag 16.2%, TDP-43 yeast inh 8.4%, Abeta yeast res 10.9%, PTHR1 agonist 19.3%, aSyn yeast inh 3.4%, FUS suppressor -29.5%, Akt phos inh inactive and HEK293 tox 3.1%.
N#CCCCSc1nnnn1-c1cccc(Cl)c1 was read as GLP1R inv ag 3.7%, TDP-43 yeast inh 22.4µM*, Abeta yeast res 17.1%, PTHR1 agonist -20.6%[57.5 µM], aSyn yeast inh 2.8%, FUS suppressor 2.0%, Akt phos inh inactive, HEK293 tox -1.6% and Mm-Cpn inhibitor -1.0%.
COc1ccc(CC(=O)Nc2nncs2)cc1OC was read as GLP1R inv ag 0.0%, TDP-43 yeast inh -22.0%, Abeta yeast res -13.8%, PTHR1 agonist 7.0%[57.5 µM], aSyn yeast inh -6.4%, FUS suppressor inconclusive, HEK293 tox 6.3% and Mm-Cpn inhibitor 1.5%.
For COc1cccc(-c2cnc(C(O)c3ccc(OC)c(F)c3)[nH]2)c1 (stereo unspecified) the results were GLP1R inv ag 9.1%, TDP-43 yeast inh 17.7%, Abeta yeast res -8.4%, PTHR1 agonist -17.5%, aSyn yeast inh 2.2%, FUS suppressor -15.0%, Akt phos inh inactive and HEK293 tox 2.5%.
`O=C(OCC(=O)N1CCN(c2ccccc2)CC1)c1ccc(Cl)nc1` gave GLP1R inv ag 0.5%, TDP-43 yeast inh -3.5%, Abeta yeast res -11.9%, PTHR1 agonist -10.2%, aSyn yeast inh -1.0%, FUS suppressor 4.9%, Akt phos inh inactive, HEK293 tox -3.6% and Mm-Cpn inhibitor -0.9%.

Bioassay records deposited in PubChem by National Center for Advancing Translational Sciences (NCATS).
